Screening results: PubChem, several laboratories
HTR5A inv ctr – counter-screen for OPRM1-OPRD1 inverse agonists: human HTR5A inverse agonism. P47898. HTR5A cell line, luminescence. inhibition, % at 9.3 µM. 340,000 tested, 0.083% active. AID 504634; in the data active = inhibition mostly above about 23%, no sharp cut-off; inactive = mostly below about 18%;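 also: 0% = cells with DMSO and 100% = no-cell wells with DMSO; some compounds called inactive have numbers as strong as hits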
Target sequence (P47898 whole entry, looked up): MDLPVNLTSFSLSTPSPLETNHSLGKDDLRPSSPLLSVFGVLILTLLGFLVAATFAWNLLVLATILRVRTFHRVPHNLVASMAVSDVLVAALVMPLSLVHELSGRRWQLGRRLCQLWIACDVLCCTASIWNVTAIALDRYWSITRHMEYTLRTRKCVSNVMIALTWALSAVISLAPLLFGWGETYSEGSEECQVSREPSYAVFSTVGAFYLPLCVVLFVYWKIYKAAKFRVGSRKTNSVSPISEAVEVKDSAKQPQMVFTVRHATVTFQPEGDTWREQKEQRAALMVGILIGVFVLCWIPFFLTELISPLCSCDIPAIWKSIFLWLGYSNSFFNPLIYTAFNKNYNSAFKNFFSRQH
PKA-R1A activ – activators of PKA-R1A complex; P00514+P68181; PKA-R1A dissociation, Cy5-IP20 fluorescence polarization; scaled: DMSO 0%, 113 µM cGMP 100%; activation, % at 11.4 µM; 340,000 tested, 0.083% active; AID 504707;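 active = percent activation above the mean of all tested compounds plus 3 SD, cut at about 19% in these data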;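 also: higher means more PKAc released from R1A so a rise in polarization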
Mot1-301 SUMO – blocks SUMOylation pathway, rescuing yeast Mot1-301 growth; AID 2716; 320,000 tested, 1% active; S. cerevisiae Mot1-301 growth rescue, ATP luminescence, 38.5C; percent above DMSO median, 100 means doubled; growth rescue, % at 18.8 µM;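 active = every valid replicate shows activation above 250% relative to neutral control wells; inactive = the rest, any valid replicate at or below 250%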;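 also: OY570 slx delta 5 strain wells were the positive control but not used for scaling; some compounds called inactive have numbers as strong as hits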
OPRM1-OPRD1 ag – agonists of human mu-delta opioid receptor heterodimerization; cells, OPRM1-OPRD1 heterodimerization, luminescence; activation, % at 9.3 µM; 340,000 tested, 0.3% active; in the data active = activation above about 18%;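 also: 0% = vehicle-treated cells and 100% = reference agonist; values of inactives mirror those of a sister screen read the other way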
PKA-R2B act – activators of human PKA-R2B complex | P22694+P31323 | 340,000 tested, 0.079% active | activation, % at 11.4 µM | PKA-R2B holoenzyme dissociation, Cy5-IP20 fluorescence polarization; R2B truncated from residue 108, S112A mutant; 0% DMSO only, 100% 113 µM cGMP;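 active = activation above a cutoff set at the mean over all compounds plus 3 SD, cut at about 18% in these data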;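 also: higher means more holoenzyme dissociation and a rise in polarization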
Target sequence (P31323 whole entry, looked up, other chains not shown, the tested form may be a part): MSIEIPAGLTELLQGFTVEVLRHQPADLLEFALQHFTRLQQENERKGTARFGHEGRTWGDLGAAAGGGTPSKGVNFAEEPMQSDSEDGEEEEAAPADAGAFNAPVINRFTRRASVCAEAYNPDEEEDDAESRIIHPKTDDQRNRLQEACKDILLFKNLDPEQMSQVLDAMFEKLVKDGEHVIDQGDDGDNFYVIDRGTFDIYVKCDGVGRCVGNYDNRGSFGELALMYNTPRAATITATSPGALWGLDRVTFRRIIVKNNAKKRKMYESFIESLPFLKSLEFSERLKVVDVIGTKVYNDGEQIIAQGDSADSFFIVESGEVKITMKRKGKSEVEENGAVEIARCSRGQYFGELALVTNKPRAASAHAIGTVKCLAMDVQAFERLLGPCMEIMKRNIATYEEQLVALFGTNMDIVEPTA
MOR-DOR inv ag – mu-delta opioid heterodimer inverse agonism | inhibition, % at 9.3 µM | cell-based MOR-DOR heterodimer luminescence | 340,000 tested, 0.21% active; in the data active = inhibition above about 22%, passing the limit was not always enough;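 also: 0% = cells with DMSO and 100% = wells without cells with DMSO; values of inactives mirror those of a sister screen read the other way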
AddAB inh – less growth of phage-infected E. coli with AddAB; E. coli expressing H. pylori AddAB, absorbance growth; AID 435030; 330,000 tested, 0.29% active; inhibition, % at 11.9 µM; in the data active = inhibition above about 12%;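 also: 0% = vehicle wells of infected cells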
phage Ecoli inh – E. coli growth loss with phage present; inhibition, % at 11.9 µM; 360,000 tested, 0.26% active; growth absorbance; in the data active = inhibition above about 11%
Tat export inh – blocks Tat-dependent protein export in E. coli. E. coli MC4100 TorA-mCherry Tat export, fluorescence. inhibition, % at 10 µM. 340,000 tested, 0.036% active. AID 488895;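 active = mean replicate inhibition at least 50% and at least half of replicates individually reaching 50%; inconclusive = only one of the two criteria met; inactive = neither criterion met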;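 also: exported cargo escapes ClpAP degradation while cytoplasmic cargo is degraded and loses fluorescence; 0% = median of neutral control wells and 100% = median of NaSCN control wells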
E coli growth – counter-screen for AddAB inhibitors: E. coli growth inhibition | E. coli V3065 growth, OD600 absorbance, 18 h | inhibition, % at 11.9 µM | 330,000 tested, 0.27% active | AID 449728;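 active = inhibition above the campaign's mean inhibition across all tested compounds plus 3 SD, cut at about 9.9% in these data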;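 also: uninfected addAB+ strain grown without phage in ampicillin broth; 0% = DMSO wells and 100% = ciprofloxacin 0.95 µg/ml wells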
PfHsp90 set2 – inhibits growth of yeast expressing Plasmodium falciparum Hsp90; S. cerevisiae expressing PfHsp90, BacTiter-Glo ATP, 48 h; yeast lacking PDR1 and PDR3 efflux regulators; inhibition, % at 9.4 µM; 310,000 tested, 0.32% active; AID 504621;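 active = every replicate shows inhibition above about 80%, whatever the replicate mean, limit read from the data; inconclusive = mean inhibition reaches the set limit but some replicate falls short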;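 also: 0% = DMSO neutral controls and 100% = 20 µM radicicol positive controls; yeast relying on Plasmodium falciparum Hsp90 in place of its own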
* = called active by the depositor; ? = inconclusive; / = no result given.

Results follow in this order: HTR5A inv ctr	PKA-R1A activ	Mot1-301 SUMO	OPRM1-OPRD1 ag	PKA-R2B act	MOR-DOR inv ag	AddAB inh	phage Ecoli inh	Tat export inh	E coli growth	PfHsp90 set2
O=C(O)CCc1ccc(-c2ccccc2)n1CC(=O)Nc1cccc(C(F)(F)F)c1
  -12	1	82	-0.6	2	3	/	3.5	6	/	-9
Cc1ccccc1-c1nc(CS(=O)(=O)CC(=O)N2CCCCC2)c(C)o1
  21	-5	4	-1.8	-2	9	3.4	-1.6	-2	-0.5	4
Cn1c(=O)n(Cc2ccccc2Cl)c2ccccc21
  -12	-8	389	-2.0	-7	10	3.3	5.2	2	0.2	8
CCOC(=O)CC1=C(C(=O)OCC)C(c2cc(OC)c(OC)cc2OC)C(C#N)=C(N)O1 (stereo unspecified)
  -6	-10	5	-1.1	5	5	0.8	1.5	0	2.6	-23
COC(=O)CNC(=O)CNC(=O)Nc1ccccc1Cl
  -13	6	14	-3.1	-8	16	1.5	1.9	-6	0.5	/
CC(O/N=C/c1ccc(OC(F)F)cc1)C(=O)Nc1cccc(S(=O)(=O)N2CCOCC2)c1 (stereo unspecified)
  -9	-12	3	1.0	-9	-5	-1.2	3.0	?	-0.2	-25
Cc1cc(S(=O)(=O)N(Cc2ccccc2F)C2CC2)ccc1-n1cnnn1
  -3	2	8	1.7	-9	-9	0.8	1.1	-2	-0.2	1
CCOc1ccc(S(=O)(=O)N2CCOCC2)cc1NC(=O)CN1C(=O)NC(CC)(c2ccccc2)C1=O (stereo unspecified)
  -8	-2	6	-3.7	-10	26	1.6	0.6	6	-3.5	-7
Nc1cc(C(Cl)=C(Cl)Cl)c(S(N)(=O)=O)cc1S(N)(=O)=O
  -27	-1	-1	0.7	8	-4	-4.8	4.2	2	-1.5	-6
CNS(=O)(=O)c1cccc(C(=O)OCC(=O)N2CCc3ccccc3C2)c1
  1	-1	10	-1.9	2	10	3.4	1.6	3	-1.2	-5
CC(OC(=O)C1CCCC1)C(=O)Nc1ncc(Cl)cc1Cl (stereo unspecified)
  11	-9	14	-1.6	-7	7	-0.3	4.1	7	-1.1	-9
Nc1c(C(=O)N/N=C/c2ccc(OCc3ccccc3)cc2)cnn1-c1ccccc1
  -23	6	-10	8.4	1	-42	3.5	1.6	8	1.2	-20
Cc1ccc(OC(=O)c2sc3ncn(C)c(=O)c3c2C)cc1
  -1	3	93	-3.4	-5	17	-0.1	1.4	4	-0.1	16
CCn1ncc(/C=C2/SC(=S)NC2=O)c1C
  15	1	-2	-1.7	-1	9	0.0	3.6	2	-0.6	-21
Cc1nc2ccc(C(=O)N/N=C/c3ccc(O)cc3)cc2[nH]1
  -9	-5	3	4.9	3	-39	1.2	-0.1	12	3.9	5
CC(C)C(C)(C#N)NC(=O)COC(=O)C1CCN(S(=O)(=O)c2ccc3c(c2)OCCO3)CC1 (stereo unspecified)
  -10	7	/	-1.0	0	4	/	1.9	-7	/	5
CCN(CC)C(=O)CSc1nc2ccc(NC(=O)CSc3nnc(N)s3)cc2s1
  -10	-1	-10	1.2	-14	-6	2.7	1.5	-9	-0.6	19
COc1ccccc1NC(=S)NC(=O)CCc1ccccc1
  -5	9	-2	5.2	-8	-30	1.9	6.8	-3	-0.7	7
O=C(O)c1cc(NCc2c(F)cccc2Cl)ccc1N1CCOCC1
  -34	-19	13	-1.0	2	6	0.9	2.8	-1	0.7	/
COCCNC(=O)c1onc(CS(=O)(=O)c2cc(C)cc(C)c2)c1C(=O)NCCOC
  6	4	-7	-2.2	-1	13	0.2	4.2	-4	1.5	9
COc1ccc(NS(=O)(=O)c2cn(C)c(=O)n(C)c2=O)cc1
  0	-7	82	-3.1	-4	16	-0.4	0.8	0	-2.2	-3
CCC(C)N(C)Cc1cccc(C2(O)CCN(S(=O)(=O)c3ccc(F)c(C)c3)CC2)c1 (stereo unspecified)
  10	3	/	-2.4	-9	14	2.7	2.6	6	0.2	-11
Cc1cc(C)nc(NC(N)=NCCc2ccccc2)n1
  3	-1	/	-2.6	0	13	/	5.1	4	/	6
Cc1cc(NC(=O)c2cnn3c(C(F)F)cc(-c4ccccc4)nc23)no1
  9	0	-3	-1.7	12	8	4.0	1.9	-9	-0.7	2
COc1ccc(Cn2c(CCC(=O)Nc3ccccc3OC)nc3cccnc32)cc1
  -13	-6	12	-2.9	5	19	0.2	4.4	1	-2.6	-18
Cc1ccc(N2CC(O)(c3cccs3)[N+]3=C2CCCC3)cc1 (stereo unspecified)
  -5	1	24	-3.1	-8	16	2.5	2.6	2	1.4	/
Cc1ccc(CCNC(=O)C2CCCN(S(C)(=O)=O)C2)cc1 (stereo unspecified)
  -9	-7	-11	-2.7	3	12	-1.2	0.3	-10	-1.6	14
CC(C)c1ccc(N)c(S(=O)(=O)O)c1
  -8	-4	-1	-1.4	5	7	-1.1	2.9	-2	-0.4	7
CCOC(=O)c1oc2ccccc2c1CN1CC(C)OC(C)C1 (stereo unspecified)
  -10	1	-16	1.2	5	-8	2.5	1.2	-4	0.1	-1
COc1ccc(C(=O)NCCSc2ccccn2)cc1
  18	-8	-12	-5.0	-9	23	4.3	2.5	8	-1.5	11
Cc1ccc(C(=O)N2CCCCCC2)cc1S(=O)(=O)N1CCOCC1
  -5	-4	210	-0.8	5	3	-0.9	1.0	-5	-1.4	-13
COCCCN1C(=O)N(c2ccc(F)cc2)C(=O)C1CC(=O)Nc1ccc(OC)cc1 (stereo unspecified)
  -5	-5	0	-3.2	2	14	0.3	1.0	0	-0.5	-2
Cc1c(C(=O)O)oc2ccc(S(=O)(=O)NCc3ccccc3)cc12
  -22	5	5	-1.6	-5	8	0.0	2.8	1	1.5	-19
CCCCNC(=O)CCC(=O)Nc1ccc2nc(N3CCOCC3)cc(C)c2c1
  -7	-7	-5	-1.2	-13	6	1.4	2.3	-8	-1.0	-18
O=C(CCc1nnc(CCCCc2ccccc2)o1)NCCN1CCOC1=O
  -4	0	5	-1.9	-3	10	3.8	3.6	7	1.4	3
O=C(NC1CCCCC1)c1cc(-c2ccco2)on1
  -8	3	4	0.6	2	-3	0.3	3.8	-6	-2.0	9
Cc1nc2sc(C(c3ccco3)N3CCC(C)CC3)c(O)n2n1 (stereo unspecified)
  -29	-2	67	0.9	-12	-5	-2.2	2.2	-8	2.1	8
O=C(NCc1csc(-c2cccs2)n1)c1ccsc1
  9	6	-5	-3.0	0	15	3.2	4.0	5	1.5	11
CC(NC(=O)c1ccc(NC(=O)CC2SC(N3CCCC3)=NC2=O)cc1)c1ccc(F)cc1 (stereo unspecified)
  -12	-2	16	-2.8	3	11	0.1	-0.6	1	-2.5	1
COC(=O)c1ccccc1NC(=O)CSc1nc(Nc2ccccc2)nc(N2CCOCC2)n1
  -8	5	-9	1.2	-9	-6	-0.9	2.5	-3	-0.9	-30
OC(COc1ccccc1)CN1CCN(C(c2ccccc2)c2ccccc2)CC1 (stereo unspecified)
  -17	-3	-17	4.1	1	-19	2.3	1.9	1	4.0	-10
CN(CC(=O)Nc1cccc2ccccc12)c1ccc(S(=O)(=O)N2CCOCC2)cn1
  0	-10	-4	-1.3	-2	6	1.8	1.7	-6	-0.6	-4
O=C(O)CCc1ccc(-c2cccs2)n1-c1ccc(C(=O)O)cc1
  -1	-2	48	-0.4	6	2	3.9	-0.5	-1	-0.9	13
Cc1cc(C)c(OCCN2CC(C)OC(C)C2)c(Br)c1 (stereo unspecified)
  -5	-10	141	7.7	-9	-40	-3.0	-5.0	24	-0.5	/
CCc1nc2ccc(C(=O)N3CCN(c4cccc(Cl)c4)CC3)cc2nc1CC
  -4	-23	-13	4.0	-5	-21	0.5	1.1	16	-0.8	-22
CN1CCN(c2oc(/C=C/c3ccccc3)nc2C#N)CC1
  28	0	7	-0.6	7	3	2.3	3.2	-5	3.6	6
COc1cccc(-c2nnc(SCc3nc4ccccc4s3)n2C)c1
  22	-2	-15	-1.2	-11	5	4.0	0.4	1	-0.7	26
COC(=O)c1ccc(C)c(NC(=O)CSc2nc3[nH]c(=O)cc(O)c3s2)c1
  14	-2	56	-2.7	-11	11	-1.5	1.5	1	-0.2	/
C=CCN1CN(S(=O)(=O)c2cccs2)c2nc3ccccc3nc21
  -17	-8	-7	-2.0	4	10	0.9	4.2	4	-1.3	14
CCN(CC)C(=O)CSc1nnc(-c2cnccn2)n1-c1ccc(C)cc1
  9	-3	-12	-0.9	10	4	0.3	-1.2	-1	-3.2	-17
Cc1cnn(-c2cc(N/N=C/c3ccccc3)ncn2)c1
  -5	-7	5	2.9	-5	-15	-0.1	/	-2	-1.8	-7
COc1ccccc1C(=O)C1CCCN(Cc2cccc(OCCO)c2)C1 (stereo unspecified)
  5	-11	5	-3.0	1	14	2.6	1.4	0	1.5	14
COc1cccc(-c2csc(N3CCN(C(=S)Nc4ccccc4OC)CC3)n2)c1
  -19	-8	-2	2.3	-7	-14	-0.3	1.7	1	-0.2	16
OC(COc1ccc(CN2CCCCO2)cc1)CN1CCCCC1 (stereo unspecified)
  0	2	-22	-0.8	2	4	4.8	3.6	-4	1.5	-10
O=C(c1ccc(S(=O)(=O)Cc2ccccc2Cl)c([N+](=O)[O-])c1)N1CCOCC1
  12	-1	-8	1.3	-8	-7	4.2	2.3	-4	-2.7	10
COc1ccc(C2CC(c3ccccc3C)n3nc(N)nc3N2)cc1 (stereo unspecified)
  -6	-11	13	-1.5	0	8	5.4	2.4	-5	2.6	12
O=C(NNC(=O)c1ccccc1[N+](=O)[O-])c1ccccc1[N+](=O)[O-]
  1	-8	-8	-1.9	11	10	-2.5	-0.4	-1	0.2	-23
Cc1noc(/C=C/N(C)C)c1S(=O)(=O)N1CCCC(C(=O)Nc2ccccc2F)C1 (stereo unspecified)
  10	-5	0	0.0	4	0	2.8	1.0	-1	-2.1	1
Cc1cc(C)c(S(=O)(=O)NCC23C=CC(O2)C2C(=O)N(c4ccccc4)C(=O)C23)c(C)c1 (stereo unspecified)
  -12	0	3	-0.9	9	6	-0.6	3.3	0	0.7	104*
CCOC(=O)CC(=O)CSc1nc(-c2cccnc2)cc(C)c1C#N
  5	3	-22	-1.5	-4	6	5.0	0.0	0	-0.4	23
COc1cc2c(cc1OC)C(c1ccc(C)cc1)NC(=O)C2 (stereo unspecified)
  8	-10	-8	-0.5	-13	2	/	0.5	-2	/	6
